HTR5A inv ag – HTR5A inverse agonism, opioid heterodimer counter-screen; HTR5A cell line, luminescence; inhibition, % at 9.3 µM; actives 0.083% (n = 340,000); in the data active means inhibition mostly above about 23%, no sharp cut-off; inactive means mostly below about 18%;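 further: 0% = cells with DMSO and 100% = no-cell wells with DMSO; some compounds called inactive have numbers as strong as hits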
Mot1-301 SUMO – blocks SUMOylation pathway, rescuing yeast Mot1-301 growth. S. cerevisiae Mot1-301 growth rescue, ATP luminescence, 38.5C; percent above DMSO median, 100 means doubled. actives 1% (n = 320,000). growth rescue, % at 18.8 µM;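 active means every valid replicate shows activation above 250% relative to neutral control wells; inactive means the rest, any valid replicate at or below 250%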;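 further: OY570 slx delta 5 strain wells were the positive control but not used for scaling; some compounds called inactive have numbers as strong as hits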
DAGLB inh – blocks human DAGLB lipase activity. actives 0.059% (n = 340,000). HEK293T DAGLB membrane lysate, EnzChek fluorogenic substrate. Q8NCG7. inhibition, % at 5.17 µM. AID 504411; in the data active means inhibition above about 34%;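 further: 0% = enzyme with vehicle and 100% = wells lacking enzyme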
Target sequence (Q8NCG7 whole entry, looked up): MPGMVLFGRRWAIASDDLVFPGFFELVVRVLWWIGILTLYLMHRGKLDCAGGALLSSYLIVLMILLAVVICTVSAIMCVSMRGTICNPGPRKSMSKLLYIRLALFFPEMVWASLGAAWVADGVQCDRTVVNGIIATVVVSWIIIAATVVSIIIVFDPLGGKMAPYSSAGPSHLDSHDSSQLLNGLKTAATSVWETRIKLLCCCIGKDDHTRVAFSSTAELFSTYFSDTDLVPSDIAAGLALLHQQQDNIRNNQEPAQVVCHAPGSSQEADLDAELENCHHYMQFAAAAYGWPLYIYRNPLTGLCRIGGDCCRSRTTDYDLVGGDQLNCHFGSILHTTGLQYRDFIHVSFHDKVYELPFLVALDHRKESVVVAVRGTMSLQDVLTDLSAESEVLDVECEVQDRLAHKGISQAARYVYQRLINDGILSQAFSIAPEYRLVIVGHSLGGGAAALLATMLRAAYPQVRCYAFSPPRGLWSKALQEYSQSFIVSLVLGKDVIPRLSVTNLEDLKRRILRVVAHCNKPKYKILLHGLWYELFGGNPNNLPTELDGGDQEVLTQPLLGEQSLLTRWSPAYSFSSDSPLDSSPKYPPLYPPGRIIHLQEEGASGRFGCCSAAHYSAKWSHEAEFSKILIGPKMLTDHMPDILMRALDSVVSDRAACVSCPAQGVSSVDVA
AddAB inh – less growth of phage-infected E. coli with AddAB | E. coli expressing H. pylori AddAB, absorbance growth | actives 0.29% (n = 330,000) | inhibition, % at 11.9 µM; in the data active means inhibition above about 12%;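 further: 0% = vehicle wells of infected cells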
Tat export inh – E. coli Tat transport inhibition; inhibition, % at 10 µM; actives 0.036% (n = 340,000); E. coli MC4100 TorA-mCherry Tat export, fluorescence; AID 488895;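 active means mean replicate inhibition at least 50% and at least half of replicates individually reaching 50%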;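 further: exported cargo escapes ClpAP degradation while cytoplasmic cargo is degraded and loses fluorescence; 0% = median of neutral control wells and 100% = median of NaSCN control wells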
CDK5 p35 inh – blocks human CDK5/p35 kinase activity; Recombinant CDK5/p35, ADP-Glo luminescence, 60 min; inhibition, % at 10 µM; actives 0.01% (n = 330,000);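 active means highest replicate inhibition of at least 50% and at least 75% of replicates reaching 50%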;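 further: plate controls were DMSO neutral control for no effect and GW8510 at 10 µM for full effect; many of its hits are not listed in these tables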
PKA-R2B activ – activators of human PKA-R2B complex | P22694+P31323 | PKA-R2B holoenzyme dissociation, Cy5-IP20 fluorescence polarization; R2B truncated from residue 108, S112A mutant; 0% DMSO only, 100% 113 µM cGMP | activation, % at 11.4 µM | actives 0.079% (n = 340,000);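 active means activation above a cutoff set at the mean over all compounds plus 3 SD, cut at about 18% in these data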;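 further: higher means more holoenzyme dissociation and a rise in polarization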
Target sequence (P31323 whole entry, looked up, other chains not shown, the tested form may be a part): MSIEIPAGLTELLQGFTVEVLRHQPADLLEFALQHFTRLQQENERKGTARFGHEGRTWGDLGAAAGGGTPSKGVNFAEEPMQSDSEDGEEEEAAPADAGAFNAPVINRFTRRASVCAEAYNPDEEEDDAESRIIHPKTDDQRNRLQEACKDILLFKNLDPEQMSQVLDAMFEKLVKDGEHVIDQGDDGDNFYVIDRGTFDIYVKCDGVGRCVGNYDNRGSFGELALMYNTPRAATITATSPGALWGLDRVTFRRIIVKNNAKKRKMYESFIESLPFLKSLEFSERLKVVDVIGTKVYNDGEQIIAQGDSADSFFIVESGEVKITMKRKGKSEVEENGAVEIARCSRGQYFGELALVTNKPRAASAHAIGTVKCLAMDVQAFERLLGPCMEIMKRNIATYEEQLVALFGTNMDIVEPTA
Ecoli viability – bacterial growth inhibition, counter-screen for AddAB inhibitors; E. coli V3065 growth, OD600 absorbance, 18 h; inhibition, % at 11.9 µM; actives 0.27% (n = 330,000);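 active means inhibition above the campaign's mean inhibition across all tested compounds plus 3 SD, cut at about 9.9% in these data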;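 further: uninfected addAB+ strain grown without phage in ampicillin broth; 0% = DMSO wells and 100% = ciprofloxacin 0.95 µg/ml wells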
HTR5A ag – counter-screen for OPRM1-OPRD1 agonists: human HTR5A agonism; P47898; HTR5A agonist assay, luminescence, cell-based; activation, % at 9.3 µM; actives 0.61% (n = 340,000); in the data active means activation mostly above about 9.5%, no sharp cut-off; inactive means mostly below about 7.6%;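 further: 0% = cells with vehicle only and 100% = reference agonist; strong numbers were not always called active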
PKA-R1A act – activates the PKA-R1A holoenzyme complex; P00514+P68181; PKA-R1A dissociation, Cy5-IP20 fluorescence polarization; scaled: DMSO 0%, 113 µM cGMP 100%; activation, % at 11.4 µM; actives 0.083% (n = 340,000);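 active means percent activation above the mean of all tested compounds plus 3 SD, cut at about 19% in these data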;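 further: higher means more PKAc released from R1A so a rise in polarization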
phage Ecoli inh – E. coli growth loss with phage present; inhibition, % at 11.9 µM; growth absorbance; actives 0.26% (n = 360,000); AID 651602; in the data active means inhibition above about 11%
Numbers without * were called inactive.

Screening O=C(NCCO)C(=O)NCC1OCCCN1S(=O)(=O)c1ccc2c(c1)OCCO2 (stereo not given) returned HTR5A inv ag 11, Mot1-301 SUMO 387, DAGLB inh 0, AddAB inh -2.8, Tat export inh 0, CDK5 p35 inh -2.5, PKA-R2B activ 0, Ecoli viability -1.9, HTR5A ag -4, PKA-R1A act 2 and phage Ecoli inh -1.7.
Screening COc1ccc(C(=O)/C=C/c2ccccc2C(F)(F)F)cc1 returned HTR5A inv ag 2, Mot1-301 SUMO 36, DAGLB inh -11, AddAB inh -0.6, Tat export inh -15, CDK5 p35 inh -1.0, PKA-R2B activ -11, Ecoli viability -2.3, HTR5A ag -1, PKA-R1A act 4 and phage Ecoli inh -0.1.
Screening CC(OC(=O)CC(C)c1ccccc1)C(=O)Nc1ccc(Cl)cn1 (stereo not given) returned HTR5A inv ag 5, DAGLB inh -10, Tat export inh -4, CDK5 p35 inh 0.7, PKA-R2B activ -3, HTR5A ag -2, PKA-R1A act -1 and phage Ecoli inh 3.3.
Cc1c(OCC(=O)NCc2ccccn2)ccc2c3c(c(=O)oc12)CCCC3 was read as HTR5A inv ag 22, Mot1-301 SUMO 13, DAGLB inh 1, AddAB inh 0.6, Tat export inh 0, CDK5 p35 inh -3.1, PKA-R2B activ 6, Ecoli viability 2.1, HTR5A ag 3, PKA-R1A act -7 and phage Ecoli inh 1.6.
Screening c1ccc(Nc2nc(NCC3CCCO3)c3ccccc3n2)cc1 (stereo not given) returned HTR5A inv ag -6, Mot1-301 SUMO -5, DAGLB inh 1, AddAB inh 1.8, Tat export inh -21, CDK5 p35 inh -0.5, PKA-R2B activ 2, Ecoli viability 0.8, HTR5A ag 7, PKA-R1A act -3 and phage Ecoli inh 1.1.
CC1CCC2(CC1)NC(=O)N(CC(=O)Nc1ccc3c(c1)OCCCO3)C2=O (stereo not given) was read as HTR5A inv ag -4, Mot1-301 SUMO -4, DAGLB inh 0, AddAB inh 1.3, Tat export inh -5, CDK5 p35 inh -1.3, PKA-R2B activ -2, Ecoli viability -0.6, HTR5A ag 2, PKA-R1A act -3 and phage Ecoli inh -0.4.
`Cc1cccc(CN(CC(=O)N/N=C/c2cccs2)S(=O)(=O)c2ccc(Cl)cc2)c1` gave HTR5A inv ag -31, Mot1-301 SUMO -5, DAGLB inh -1, AddAB inh 2.3, Tat export inh 2, CDK5 p35 inh 0.1, PKA-R2B activ -4, Ecoli viability 0.8, HTR5A ag 12, PKA-R1A act -10 and phage Ecoli inh 2.4.
Cc1ccc(S(=O)(=O)N2CCCCC2)cc1NC(=O)c1ccc(Br)o1 was read as HTR5A inv ag 11, Mot1-301 SUMO 0, DAGLB inh -1, AddAB inh 0.6, Tat export inh 7, CDK5 p35 inh 0.3, PKA-R2B activ -7, Ecoli viability 1.4, HTR5A ag -4, PKA-R1A act -13 and phage Ecoli inh 2.0.
CC1=CCC2C(=O)N(c3ccc(Br)cc3C)C(=O)C2C1 (stereo not given) was read as HTR5A inv ag -4, Mot1-301 SUMO -11, DAGLB inh -2, AddAB inh 4.0, Tat export inh -6, CDK5 p35 inh 1.1, PKA-R2B activ 8, Ecoli viability 0.1, HTR5A ag 2, PKA-R1A act -8 and phage Ecoli inh 2.8.
For CCCc1nc2c(s1)CCc1onc(-c3ccc(OC)cc3)c1-2 the results were HTR5A inv ag -14, Mot1-301 SUMO -1, DAGLB inh -17, AddAB inh -1.3, Tat export inh 6, CDK5 p35 inh 0.7, PKA-R2B activ -9, Ecoli viability 0.6, HTR5A ag 5, PKA-R1A act 7 and phage Ecoli inh 1.9.
Screening CC(C)=N/N=c1\scc(C)n1Cc1ccco1 returned HTR5A inv ag 11, Mot1-301 SUMO -9, DAGLB inh 2, AddAB inh 0.5, Tat export inh 0, CDK5 p35 inh 0.2, PKA-R2B activ -5, Ecoli viability 1.3, HTR5A ag 3, PKA-R1A act 9 and phage Ecoli inh 4.5.
Screening CC(Oc1ccc2ccc(=O)oc2c1)C(=O)NC1CC(C)(C)NC(C)(C)C1 (stereo not given) returned HTR5A inv ag -14, Mot1-301 SUMO -1, DAGLB inh -2, AddAB inh 2.9, Tat export inh -7, CDK5 p35 inh 0.2, PKA-R2B activ -2, Ecoli viability -1.4, HTR5A ag 4, PKA-R1A act -12 and phage Ecoli inh -1.3.
Screening Cc1ccc(C)c(S(=O)(=O)N2CCN(C(=O)c3cnccn3)CC2)c1 returned HTR5A inv ag -6, Mot1-301 SUMO -20, DAGLB inh 0, AddAB inh 0.2, Tat export inh -9, CDK5 p35 inh -3.4, PKA-R2B activ -6, Ecoli viability -0.7, HTR5A ag -2, PKA-R1A act 0 and phage Ecoli inh -0.2.
`CCOC(=O)CN1C(=O)C(C)(C)Oc2ccc(C(=O)Nc3ccccc3)cc21` gave HTR5A inv ag 5, Mot1-301 SUMO -13, DAGLB inh -1, AddAB inh 0.6, Tat export inh -2, CDK5 p35 inh 1.6, PKA-R2B activ 2, Ecoli viability -1.7, HTR5A ag -3, PKA-R1A act -2 and phage Ecoli inh 3.2.
For O=C(CCC1CCCCC1)NCc1ccc(F)cc1 the results were HTR5A inv ag -2, Mot1-301 SUMO 4, DAGLB inh -2, AddAB inh 1.8, Tat export inh -4, PKA-R2B activ -1, Ecoli viability -0.6, HTR5A ag 4, PKA-R1A act -9 and phage Ecoli inh 4.0.
`Cc1ccc2nc(NC(=S)NC(=O)c3ccco3)sc2c1` gave HTR5A inv ag -12, Mot1-301 SUMO 3, DAGLB inh -1, AddAB inh 4.0, Tat export inh 4, CDK5 p35 inh -2.5, PKA-R2B activ -6, Ecoli viability 0.5, HTR5A ag 4, PKA-R1A act -1 and phage Ecoli inh 0.9.
Screening Cc1noc(C)c1S(=O)(=O)N(C)C[C@H]1Oc2ccc(NC(=O)C3CCCCC3)cc2C(=O)N([C@H](C)CO)C[C@@H]1C returned HTR5A inv ag 10, Mot1-301 SUMO 12, DAGLB inh -4, AddAB inh 4.2, Tat export inh -1, CDK5 p35 inh 0.2, PKA-R2B activ -1, Ecoli viability 0.6, HTR5A ag -2, PKA-R1A act -11 and phage Ecoli inh 1.5.
Screening O=C(NCCc1cccc(C(F)(F)F)c1)C1CCC(=O)N(C2CC2)C1 (stereo not given) returned HTR5A inv ag -44, Mot1-301 SUMO -6, DAGLB inh 6, AddAB inh 0.3, Tat export inh 4, CDK5 p35 inh 1.9, PKA-R2B activ 9, Ecoli viability -2.5, HTR5A ag 5, PKA-R1A act 8 and phage Ecoli inh 2.6.
Screening CCOc1ccc2nc(NC(=O)COc3ccc(N(C)S(=O)(=O)c4ccc(C)cc4)cc3)sc2c1 returned HTR5A inv ag -13, Mot1-301 SUMO 75, DAGLB inh -1, AddAB inh 0.5, Tat export inh 2, CDK5 p35 inh -3.7, PKA-R2B activ -5, Ecoli viability 0.8, HTR5A ag 5, PKA-R1A act -3 and phage Ecoli inh 0.1.
For COc1cc(OC)c(-c2nn3c(C4CCCCC4)nnc3s2)cc1OC the results were HTR5A inv ag -13, Mot1-301 SUMO -6, DAGLB inh -2, AddAB inh 1.4, Tat export inh 21, CDK5 p35 inh -0.1, PKA-R2B activ -3, Ecoli viability 0.8, HTR5A ag 0, PKA-R1A act 1 and phage Ecoli inh -0.2.
Screening COc1cccc(C(=O)Oc2cc3c4c(c2)C(C)=CC(C)(C)N4C(=O)C3=O)c1 returned HTR5A inv ag -2, Mot1-301 SUMO -26, DAGLB inh 4, AddAB inh 4.4, Tat export inh 0, CDK5 p35 inh -0.7, PKA-R2B activ -6, Ecoli viability -2.1, HTR5A ag 1, PKA-R1A act -6 and phage Ecoli inh -0.1.
`O=C(CSc1ccc(-c2ccco2)nn1)NCCc1ccccc1` gave HTR5A inv ag 30, Mot1-301 SUMO -3, DAGLB inh 2, AddAB inh 1.5, Tat export inh -2, CDK5 p35 inh 2.6, PKA-R2B activ 2, Ecoli viability 1.6, HTR5A ag 0, PKA-R1A act 0 and phage Ecoli inh 1.8.
Screening CCCCCCC1(C)NC(=S)N(c2ccccc2)N1 (stereo not given) returned HTR5A inv ag 17, Mot1-301 SUMO 84, DAGLB inh 0, AddAB inh 1.1, Tat export inh -5, CDK5 p35 inh -0.2, PKA-R2B activ 1, Ecoli viability 1.6, HTR5A ag -6, PKA-R1A act -8 and phage Ecoli inh 3.0.
For Cc1ccc(CN2CC(C(=O)NC3CCCC(C)C3C)CC2=O)cc1 (stereo not given) the results were HTR5A inv ag 9, Mot1-301 SUMO -1, DAGLB inh -2, AddAB inh -2.0, Tat export inh 9, CDK5 p35 inh 0.6, PKA-R2B activ -4, Ecoli viability -4.0, HTR5A ag -4, PKA-R1A act -1 and phage Ecoli inh 0.1.

Next section, overlapping the part above by two compounds.
Screening CCCCCCC1(C)NC(=S)N(c2ccccc2)N1 (stereo not given) returned HTR5A inv ag 17, Mot1-301 SUMO 84, DAGLB inh 0, AddAB inh 1.1, Tat export inh -5, CDK5 p35 inh -0.2, PKA-R2B activ 1, Ecoli viability 1.6, HTR5A ag -6, PKA-R1A act -8 and phage Ecoli inh 3.0.
For Cc1ccc(CN2CC(C(=O)NC3CCCC(C)C3C)CC2=O)cc1 (stereo not given) the results were HTR5A inv ag 9, Mot1-301 SUMO -1, DAGLB inh -2, AddAB inh -2.0, Tat export inh 9, CDK5 p35 inh 0.6, PKA-R2B activ -4, Ecoli viability -4.0, HTR5A ag -4, PKA-R1A act -1 and phage Ecoli inh 0.1.
For O=C(CCSc1nnc(-c2ccco2)o1)Nc1ccc(Cl)cc1 the results were HTR5A inv ag -36, Mot1-301 SUMO 4, DAGLB inh -3, AddAB inh 5.3, Tat export inh -9, CDK5 p35 inh 0.1, PKA-R2B activ 3, Ecoli viability -2.5, HTR5A ag 13, PKA-R1A act 6 and phage Ecoli inh 1.0.
For CCO[C@H]1OC(C(=O)NCc2nc3ccccc3[nH]2)=C[C@@H](C)[C@@H]1CCCO the results were HTR5A inv ag -9, Mot1-301 SUMO 174, DAGLB inh -2, AddAB inh -0.8, Tat export inh -9, CDK5 p35 inh 0.8, PKA-R2B activ -10, Ecoli viability 0.7, HTR5A ag 4, PKA-R1A act -9 and phage Ecoli inh 2.2.
Screening O=C(O)/C(=C\c1cccc(F)c1)c1ccc(S(=O)(=O)N2CCCCC2)s1 returned HTR5A inv ag -22, Mot1-301 SUMO 15, DAGLB inh 7, AddAB inh 2.5, Tat export inh -6, CDK5 p35 inh 1.8, PKA-R2B activ 3, Ecoli viability 2.4, HTR5A ag -1, PKA-R1A act -6 and phage Ecoli inh 2.7.
Screening CCCN(CCC)CCCn1c(=O)[nH]c2ccccc21 returned HTR5A inv ag 13, Mot1-301 SUMO -3, DAGLB inh 2, AddAB inh 4.2, Tat export inh -1, CDK5 p35 inh -0.5, PKA-R2B activ -9, Ecoli viability 3.2, HTR5A ag 5, PKA-R1A act -8 and phage Ecoli inh 5.3.
Screening COCCn1c(SCCCC(=O)c2ccc(Br)cc2)nnc1-c1ccncc1 returned HTR5A inv ag -6, DAGLB inh 1, AddAB inh -0.3, Tat export inh 0, CDK5 p35 inh 1.6, PKA-R2B activ 3, Ecoli viability -0.2, HTR5A ag 2, PKA-R1A act 1 and phage Ecoli inh 3.0.
Cn1c(CNC(=O)c2ccccc2F)nnc1SCc1ccc(F)cc1 was read as HTR5A inv ag 6, Mot1-301 SUMO -10, DAGLB inh -2, AddAB inh 7.8, Tat export inh -7, CDK5 p35 inh 0.1, PKA-R2B activ -1, Ecoli viability -0.6, HTR5A ag 4, PKA-R1A act -8 and phage Ecoli inh 0.9.
